BRCA1 expr up: qHTS Assay to Identify Small Molecule Activators of BRCA1 Expression. MCF7-BRCA1-FFLuc reporter, luminescence, 48 h; response scale: scaled: vehicle 0%, 10 µM genistein 100%. Potency, µM (series often up to 46.1 µM), inactives show at the top dose activation, most hits filed as activators. 380,000 tested, 1.1% active; also: potency is read from the fitted curve at half-maximal effect; nearly all actives have a fitted effect of over 80% in size; some results filed as inactive show a strong effect at the top dose
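Using MCF7 cells harboring a BRCA1 firefly luciferase reporter, plated 2 h before compound pinning, the screen measured luminescence after 48 h incubation. Responses were normalized to DMSO and 10 microM genistein, then fitted for concentration-effect.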
Eya2 phos inh: qHTS Assay for Inhibitors of the Phosphatase Activity of Eya2; recombinant Eya2, OMFP fluorescence dephosphorylation (OMFP is methylfluorescein phosphate); Potency, µM (highest dose often 76.9 µM), without a hit: at the top dose activity, negative = inhibition, most hits filed as inhibitors; 330,000 tested, 0.006% active; also: potency is read from the fitted curve at half-maximal effect; % is scaled to controls: 0 for no effect and ±100 for the full control effect
Target sequence (O00167 whole entry, looked up): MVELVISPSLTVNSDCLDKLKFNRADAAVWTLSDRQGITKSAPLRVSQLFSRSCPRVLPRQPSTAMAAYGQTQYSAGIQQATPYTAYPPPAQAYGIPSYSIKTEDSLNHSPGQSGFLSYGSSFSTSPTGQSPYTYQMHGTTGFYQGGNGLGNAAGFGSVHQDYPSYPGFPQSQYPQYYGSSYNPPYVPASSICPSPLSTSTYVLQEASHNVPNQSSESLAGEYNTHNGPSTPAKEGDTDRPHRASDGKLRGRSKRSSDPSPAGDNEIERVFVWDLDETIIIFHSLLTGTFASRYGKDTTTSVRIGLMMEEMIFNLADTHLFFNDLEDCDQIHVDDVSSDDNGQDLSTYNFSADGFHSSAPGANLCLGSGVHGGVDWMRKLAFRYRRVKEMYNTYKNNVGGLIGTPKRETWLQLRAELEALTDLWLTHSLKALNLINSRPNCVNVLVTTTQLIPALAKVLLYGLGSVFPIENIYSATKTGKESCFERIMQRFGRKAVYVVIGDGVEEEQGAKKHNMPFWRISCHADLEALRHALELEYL
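Eya2 protein (added as 0.2 uM solution) was preincubated with compound for 10 min at ambient temperature in 50 mM HEPES pH 7.5, 50 mM NaCl, 5 uM MgCl2, 0.05% BSA, 1 mM DTT. OMFP (added at 50 uM) then reacted 10 min; fluorescence read at 485/525 nm.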
TSG101-PTAP inh: qHTS Assay for Iinhibitors of HIV-1 Budding by Blocking the Interaction of PTAP/TSG101. 340,000 tested, under 10 active. Fluorescence polarization, FITC-PTAP peptide / Tsg101 binding. Tumor susceptibility gene 101 protein (Homo sapiens), Q99816. Potency, µM (titrated, usually from 115 µM), inactives show top-dose activity change, negative = inhibition, hits mostly inhibitors; active = well fitted inhibition curve with a large enough effect in the main read-out, with a control signal flat, not every such curve was filed as active; inconclusive = small, poorly fitted or top-dose-only effect, or effect the other way, or a change in a side signal; inactive = no such curve, though single readings can be large or run the other way; also: potency is read from the fitted curve at half-maximal effect; % of control where 0% means no effect
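Fluorescence polarization binding of Tsg101 binding domain (10 uM final) to FITC-labeled PTAP peptide (50 nM final) in HEPES pH 7.5 buffer with NaCl, Tween 20, EDTA, TCEP. Compounds added before peptide; binding 20 min at RT.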
USP2a inh: qHTS Assay for Inhibitors of Ubiquitin-specific Protease USP2a Using CHOP2 as the Reporter; 330,000 tested, 0.01% active; Ubiquitin carboxyl-terminal hydrolase 2 (Homo sapiens), O75604; Potency, µM (top dose mostly 38.3 µM), inactives show at the top dose activity change, negative = inhibition, actives largely listed as inhibitors; USP2 core, Ub-CHOP2 coupled fluorogenic reporter, 485/531;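 also: potency is read from the fitted curve at half-maximal effect; plate controls were DMSO wells for no effect and full inhibition by NEM control for full effect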
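Cell-free coupled assay: 10nM USP2 core preincubated 30min RT with compound in Tris-HCl pH 8.0/CaCl2/CHAPS buffer, then 25nM Ub-CHOP2 and 25nM reporter substrate; fluorescence (Ex 485/Em 531) read after 60min RT, normalized to NEM inhibition, concentration-response curves fitted.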
ELG1 genotoxic: qHTS screen for small molecules that induce genotoxicity in human embryonic kidney (HEK293T) cells expressing luciferase-tagged ELG1. HEK293T ELG1-luciferase reporter, luminescence, 16 h. Potency, µM (doses to about 46 µM), for the others: at the highest dose activity change, positive = activation, hits mostly activators. 330,000 tested, 1.3% active. AID 504466, 2011; also: potency is read from the fitted curve at half-maximal effect; % of control where 0% means no effect; nearly all actives have a fitted effect of over 60% in size
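Genotoxicity was scored as increased ELG1-luciferase reporter signal, measured by ONE-Glo luminescence (30 min, room temperature). Compound or vehicle exposure of the HEK293T reporter cells lasted 16 hr at 37°C.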
uPA surface inh: qHTS for Inhibitors of Cell Surface uPA Generation | cell surface uPA generation assay, qHTS | Potency, µM (series often up to 38.3 µM), inactives show top-dose activity change, negative = inhibition, usual class: inhibitors | 330,000 tested, 0.31% active | AID 540303, 2011; active = well fitted inhibition curve with a large enough effect; inconclusive = small, poorly fitted or top-dose-only effect; inactive = no such curve, though single readings can be large or run the other way; tested in mouse RAW 264.7 cells; also: potency is read from the fitted curve at half-maximal effect; % is scaled to controls: 0 for no effect and ±100 for the full control effect; nearly all actives have a fitted effect of over 55% in size
p53 reactivator: qHTS assay for re-activators of p53 using a Luc reporter; AID 504706, 2011; H1299 p53-A138V BP100-luciferase reporter, luminescence, 24 h; 320,000 tested, 0.063% active; Potency, µM (doses to about 92.2 µM), without a hit: at the top dose activity change, positive = activation, usual class: activators; also: potency is read from the fitted curve at half-maximal effect; % of control where 0% means no effect; nearly all actives have a fitted effect of over 45% in size
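p53-null H1299 cells stably carrying temperature-sensitive p53-A138V and a BP100-luciferase reporter were pinned with compounds (4-point, 1:5 series) and held 24 hrs at 37 deg C. Luminescence was read 10 min after detection reagent.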
S-ASM inh: Inhibitors of Secretory Acid Sphingomyelinase (S-ASM): qHTS; Sphingomyelin phosphodiesterase (Homo sapiens), P17405; 340,000 tested, 0.006% active; placental ASM, HMU-PC fluorogenic substrate, 60 min; Potency, µM (top dose mostly 57.5 µM), for the others: at the top dose activity change, negative = inhibition, hits mostly inhibitors; also: potency is read from the fitted curve at half-maximal effect
Target sequence (P17405 47-631 limits assumed): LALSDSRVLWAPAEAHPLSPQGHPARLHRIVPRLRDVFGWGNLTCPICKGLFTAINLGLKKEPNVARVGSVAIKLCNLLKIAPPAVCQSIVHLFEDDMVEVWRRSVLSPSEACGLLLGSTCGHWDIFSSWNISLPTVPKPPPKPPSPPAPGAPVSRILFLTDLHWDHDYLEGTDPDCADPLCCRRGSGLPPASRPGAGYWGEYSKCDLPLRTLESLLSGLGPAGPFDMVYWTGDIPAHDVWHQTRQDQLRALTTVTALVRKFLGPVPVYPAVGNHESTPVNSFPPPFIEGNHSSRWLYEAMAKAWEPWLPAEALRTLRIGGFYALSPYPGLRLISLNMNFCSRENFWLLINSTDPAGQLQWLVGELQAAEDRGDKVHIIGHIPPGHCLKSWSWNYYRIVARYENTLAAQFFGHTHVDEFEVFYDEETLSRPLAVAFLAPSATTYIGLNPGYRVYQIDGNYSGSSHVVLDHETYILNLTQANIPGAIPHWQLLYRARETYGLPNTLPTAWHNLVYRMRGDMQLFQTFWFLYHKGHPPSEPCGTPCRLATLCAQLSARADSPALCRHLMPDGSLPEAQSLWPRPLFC
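Fluorescence read-out (Ex 386 nm, Em 447 nm) after stopping the reaction at pH 10. Enzyme: ASM from human placenta; substrate HMU-PC0, 9 uM final; 60 min, 37 °C. Compound preincubation 10 min, ambient temperature.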
Integrin act MD: qHTS for Activators of Integrin-Mediated Alleviation for Muscular Dystrophy; alpha7betagal myoblasts, beta-gal FDG fluorescence, 48 h; Potency, µM (doses to about 38.3 µM), inactives show at the top dose activation, hits mostly activators; 350,000 tested, 0.064% active;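 also: potency is read from the fitted curve at half-maximal effect; 100% = response of the positive control SU9516; nearly all actives have a fitted effect of over 60% in size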
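Alpha7betagal+/- myoblasts (passage 13) were plated 16-24 hr, then exposed to compounds (1:260 dilution of DMSO stock) for 48 hours at 37C. After MPER lysis, β-galactosidase reporter activity was read as FDG fluorescence (ex 480/em 540) after 30 minutes.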
TRPV1 ag: HTS Assay for Compounds that Act as Agonists of the Vanilloid Receptor 1; activation, % at 8.33 µM; Transient receptor potential cation channel subfamily V member 1 (Homo sapiens), Q8NER1; TRPV1-expressing cells, Fluo-8 calcium influx, agonist mode; AID 540275, 2011; 320,000 tested, 0.19% active; in the data active = activation above about 80%; inconclusive = between about 30% and that limit; also: 0% is about no effect
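Cells expressing TRPV1 were dye-loaded with Fluo-8 and read kinetically: 10 s baseline, 3 min after compound (agonist portion), then 2 min after EC20 capsaicin (allosteric enhancer portion). Calcium-bound dye fluorescence at 480/520 nm.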
B2AR arrestin: qHTS assay of beta-arrestin-biased ligands of beta2-adrenergic receptor; beta-arrestin recruitment to beta2AR, cell-based reporter; AID 492947, 2010; Beta-2 adrenergic receptor (Homo sapiens), P07550; 330,000 tested, 0.02% active; Potency, µM (highest dose often 46.1 µM), inactives show top-dose activation, hits mostly activators;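 also: potency is read from the fitted curve at half-maximal effect; 0% = DMSO controls and full agonism = EC100 isoproterenol or metaproterenol; nearly all actives have a fitted effect of over 65% in size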
* marks the source's active call; other numbers are inactive results; i = inactive; ? = inconclusive; . = not tested or not shown; & = joins results of further samples; [ ] = another dose, or the depositor's remark. Unless noted, calls follow the shape of the dose curve; as a rule, active = well fitted curve in the direction sought with a large enough effect; inconclusive = small, poorly fitted or top-dose-only effect, or another doubt; inactive = no such curve, though single readings can be large; an effect the other way counts as inactive or inconclusive.

SMILES	BRCA1 expr up	Eya2 phos inh	TSG101-PTAP inh	USP2a inh	ELG1 genotoxic	uPA surface inh	p53 reactivator	S-ASM inh	Integrin act MD	TRPV1 ag	B2AR arrestin
Cc1ccc(OCC(=O)Nc2ccc(S(=O)(=O)Nc3ccccn3)cc2)cc1	-2%	5%	-4%	1%	0%	2%	2%	-2%	-8%	-1	0.0%
COc1ccc(CN2CCC(c3nc4ccc(Cl)cc4[nH]3)CC2)cc1	-18%	-7%	-2%	-1%	-9%	-21%	0%	1%	-8%	-2	0.3%
CN(Cc1ccc(F)cc1)Cc1nc(-c2ccccc2)no1	26%	9%	0%	-2%	3%	-1%	.	0%	12%	17	-0.2%
COc1ccccc1NC(=O)c1ccc(NC(=O)CSc2nnnn2C)cc1	-8%	2%	-5%	2%	4%	-2%	?	0%	-50%[inhibitor]	0	0.3%
COc1ccc(CCNC(=O)C2CCCN(S(=O)(=O)N3CCCCCC3)C2)cc1OC (stereo unspecified)	0%	-4%	2%	2%	0%	-9%	-3%	9%	13%	-1	-0.1%
CCOC(=O)C1CCN(C(=O)c2cc3c(OC)c(OC)c(OC)cc3[nH]2)CC1	2%	-6%	0%	-1%	9%	-5%	1%	1%	?	-3	-0.5%
CCCC(O)(CCC)C(=O)NN(C(=O)CCl)c1ccccc1	-66%	0%	0%	2%	.	?	.	2%	-50%[inhibitor]	-2	-0.6%
COc1ccc(NCc2nnc(SCC(=O)Nc3cc(C(F)(F)F)ccc3Cl)o2)cc1	-26%	-27%	-3%	-7%	-1%	-1%	7%	-1%	3%	6	0.2%
O=C(NC12CC3CC(CC(C3)C1)C2)c1ccc(Br)o1	-16%	-10%	0%	-3%	-12%	-3%	-1%	2%	15%	?	-0.5%
O=C(CSc1nnc(-c2ccc(Cl)cc2Cl)n1C1CCCCC1)N1CCCC1	-13%	0%	-1%	0%	-1%	6%	-1%	3%	-22%	18	0.0%
O=C(Nc1ccc(-c2nc3ccccc3[nH]2)cc1)c1ccc2c(c1)OCO2	?	1%	2%	-2%	11%	-3%	-9%	2%	-52%[inhibitor]	0	0.2%
CCN1C(=O)[C@H]2[C@@H](c3ccc(C)cc3)N3C(=O)N(c4cccc(C)c4)C(=O)[C@@]3(Cc3ccccc3)[C@H]2C1=O	-13%	-10%	-1%	-2%	1%	4%	3%	1%	14%	-2	?
OC[C@@H]1[C@@H](c2ccccc2)C(c2ccccc2)=NN1c1ccccc1	-30%	-4%	-1%	-9%	0%	11%	0%	i	-1%	.	-0.9%
CCN(CC)CCC(=O)N1c2ccccc2CCc2ccc(NC(=O)OC(C)C)cc21	-9%	-17%	-11%	1%	2%	-18%	.	2%	-19%	4	11%
CCOC(=O)c1c(NC(=O)CSc2nnnn2-c2ccc3c(c2)OCO3)sc(C)c1C	10%	-1%	-2%	2%	-3%	13%	-4%	-2%	14%	2	0.3%
C/C(=N/NC(=O)c1ccc(NC(=O)c2ccc(F)cc2)cc1)c1ccccc1	13µM*	0%	0%	1%	2%	-2%	-4%	1%	-8%	?	-2.9%
Cc1nn(-c2ccccc2)c(-n2cccc2)c1C(=O)O	3%	14%	-1%	3%	0%	3%	1%	7%	17%	-2	?
Cn1c(SCC(=O)N(C2CCCCC2)C2CCCCC2)nnc1-c1cccs1	-56%	-9%	-3%	-1%	-26%	?	-6%	-7%	-26%	?	-0.3%
CCO[C@@H]1OC(C(N)=O)=C[C@H](c2ccc(Br)cc2)[C@H]1CCCO	-6%	3%	-6%	3%	1%	4%	-1%	0%	0%	3	-0.1%
Cc1cc(NC(=O)c2ccco2)ccc1NC(=O)Cc1cccs1	76%	2%	-2%	1%	13%	-3%	26%	0%	-1%	1	0.4%
S=c1[nH]nc(-c2cccc(Cl)c2)n1Cc1ccccc1	-24%	-1%	0%	0%	0%	4%	-11%	0%	18%	5	0.0%
CCOc1ccc(NC(=O)CCN2C(=S)NC(C)(C)CC2C)cc1 (stereo unspecified)	-3%	5%	-5%	1%	-1%	1%	-3%	3%	36%	1	0.0%
c1csc(CNc2ncnc3ccc(-c4ccc5c(c4)OCCO5)cc23)c1	-63%	-8%&6%	-6%	-1%&-2%	-7%	-14%	6%	-5%	.	.	0.5%&2.1%
Cc1nc(SCC(=O)NC(C)(C)C)c2c(-c3cccs3)csc2n1	-53%	-13%	-2%	-7%	-5%	1%	-9%	-3%	5%	20	3.6%
COc1cc(/C=C2\COC/C(=C\c3ccc(O)c(OC)c3)C2=O)ccc1O	-85%	-4%	-1%	-1%	-17%	-15%	-13%	?	0%	-1	12%

New compounds follow
SMILES	BRCA1 expr up	Eya2 phos inh	TSG101-PTAP inh	USP2a inh	ELG1 genotoxic	uPA surface inh	p53 reactivator	S-ASM inh	Integrin act MD	TRPV1 ag	B2AR arrestin
CC[n+]1c(C)n(C)c2cc(S(=O)(=O)N(C)C)ccc21	23%	0%	-2%	3%	1%	4%	-1%	-2%	7%	-1	-0.6%
CNC(=S)N/N=C/c1c2ccccc2c(Cl)c2ccccc12	-27%	1%	1%	0%	-6%	-1%	7%	5%	14%	3	-0.1%
O=C(O)COc1ccccc1/C=N/NC(=O)CSc1nc2ccccc2c(=O)n1-c1ccccc1	-3%	-6%	1%	-1%	3%	2%	0%	8%	-16%	2	-1.0%
Cc1cccnc1Nc1nc(-c2ccc(O)cc2)cs1	4.5µM*	-24%	-13%	-7%	?	-24%	?	-1%	10%	15	0.4%
COCCNC(=S)N(CCc1c(C)[nH]c2ccc(OC)cc12)Cc1cccnc1	-6%	2%	-6%	0%	0%	10%	1%	1%	-3%	3	0.1%
CCn1c2ccccc2c2cc(NC(=O)c3ccc(=O)oc3)ccc21	-59%	4%	?	12%	-3%	-2%	-1%	107%[activator]	-1%	.	-0.6%
CCCCS(=O)(=O)Nc1ccc(C(=O)NCC2CCCO2)cc1 (stereo unspecified)	-20%	4%	-4%	2%	0%	8%	-7%	3%	4%	-4	-0.1%
CC(=O)Nc1ccc(S(=O)(=O)NC2(C(F)(F)F)C(=O)NC(C)=C2C#N)cc1 (stereo unspecified)	-24%	9%	1%	1%	0%	0%	0%	7%	?	4	-0.5%
CCOc1ccc(N2Nc3n[nH]c(N)c3N2)cc1	78%	-2%	-5%	1%	?	-4%	?	-11%	12%	2	-0.9%
CCCCOc1ccc(C(=O)N(Cc2ccco2)C2CCS(=O)(=O)C2)cc1 (stereo unspecified)	-15%	6%	-7%	2%	-3%	-8%	-2%	-3%	-16%	-1	-0.5%
CCCN1CCN(CCCNC(=O)Cn2nc(-c3ccc(C)cc3)ccc2=O)CC1	-7%	1%	-5%	-6%	0%	-9%	-6%	5%	0%	-2	-0.4%
Cc1ccc(O)c(NC(=S)NC(=O)Cc2ccc(Cl)cc2)c1	-41%	-16%	1%	0%	11%	-9%	?	1%	-10%	11	-0.8%
COC(=O)CNC(=O)CNC(=O)c1nn(-c2ccc(OC)c(Cl)c2)c(=O)c2ccccc12	1%	18%	-7%	1%	-1%	-4%	-6%	8%	-7%	-4	-0.5%
CCn1c(SCC(=O)Nc2ccc(NC(C)=O)cc2)nc2c([nH]c3ccccc32)c1=O	-34%	0%	.	0%	?	3%	11%	-3%	-14%	0	-0.1%
CC(=O)C12C3C4C(C5C1C3C5(Br)C41OCCO1)C21OCCO1 (stereo unspecified)	4%	7%	-3%	2%	0%	0%	-11%	1%	18%	1	-0.1%
Cc1ccc(N2CCCCn3c2nc2c3c(=O)[nH]c(=O)n2C)cc1	-25%	-7%	-4%	1%	2%	-7%	0%	1%	-27%	2	-0.1%
Cc1ccsc1/C=C/C1=Cc2c(sc(NC(=O)CSc3n[nH]c(N)n3)c2C#N)C(C)(C)C1	-76%	9%	-2%	-18%	-4%	.	16%	451%[activator]	-53%[inhibitor]	12	2.3%
COc1cccc(C2SCC(=O)N2c2ccc(C)cc2)c1OC (stereo unspecified)	2%	-1%	0%	2%	0%	0%	3%	.	6%	0	4.8%

Screening data (PubChem BioAssay)
